zVAD death inh – L929 zVAD cell death inhibition; L929 zVAD necroptosis rescue, ATP luminescence, 24 h; with zVAD 60 µM; viability rescue, % at 10 µM; hit rate 0.38% among 220,000;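 active = activation, scaled between plate controls, above about 75%, limit read from the data; inactive = activation under that limit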;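 note: 0% = zVAD with DMSO and 100% = DMSO alone without zVAD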
14-3-3 Bad inh – disrupts binding of bovine 14-3-3 zeta to phospho-Bad peptide | P63103 | inhibition, % at 21.7 µM | TR-FRET 14-3-3zeta/Dy647-pBad peptide displacement, 1 h | hit rate 0.71% among 220,000;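 active = inhibition above about 70%, limit read from the data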;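 note: 0% = full 14-3-3 plus peptide FRET controls and 100% = background without 14-3-3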
MDM2 E3 inh – blocks human Mdm2 ubiquitin ligase activity | Q00987 | hit rate 0.11% among 210,000 | signal enhancement, % at 5 µM | cell-based MDM2 ubiquitination luciferase reporter, 2 h; 0 = plate control, 100 = twice control, blank-subtracted;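 active = signal enhancement of 30% or more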;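 note: luminescence tracks abundance of the self-degrading MDM2-luciferase fusion protein; higher signal means inhibition of MDM2 E3 ligase activity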
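Test system: mammalian cells stably expressing self-ubiquitinating, self-degrading MDM2 E3–luciferase fusion; Amount: 2000 cells in each well; Medium: DMEM; Schedule: 4 h settle plus 2 h compound, 37 °C; Technique: SteadyLite luciferase luminescence after 15 min room-temperature reagent incubation; Benchmarks: plate control and blank wells.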
TbHK1 inh – blocks Trypanosoma brucei hexokinase 1 activity | recombinant TbHK1, G6PDH-coupled NADH A340 | inhibition, % at 10 µM | hit rate 0.11% among 220,000 | AID 1430;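 active = inhibition of 50% or more in the single-dose primary screen; inactive = inhibition below 50%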
Runt-CBFb FRET – Runt domain-CBFb interaction inhibition | Q01196+Q13951 | Cerulean-Runt/Venus-CBFb FRET ratio 530/480, 1 h | inhibition, % at 20 µM | hit rate 0.46% among 220,000;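 active = inhibition over about 50% at 20 µM in the single-dose screen, limit read from the data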;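 note: 0% = DMSO wells and 100% = excess unlabeled CBFb competitor control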
Target sequence (Q01196 whole entry, looked up, the tested form may be a part): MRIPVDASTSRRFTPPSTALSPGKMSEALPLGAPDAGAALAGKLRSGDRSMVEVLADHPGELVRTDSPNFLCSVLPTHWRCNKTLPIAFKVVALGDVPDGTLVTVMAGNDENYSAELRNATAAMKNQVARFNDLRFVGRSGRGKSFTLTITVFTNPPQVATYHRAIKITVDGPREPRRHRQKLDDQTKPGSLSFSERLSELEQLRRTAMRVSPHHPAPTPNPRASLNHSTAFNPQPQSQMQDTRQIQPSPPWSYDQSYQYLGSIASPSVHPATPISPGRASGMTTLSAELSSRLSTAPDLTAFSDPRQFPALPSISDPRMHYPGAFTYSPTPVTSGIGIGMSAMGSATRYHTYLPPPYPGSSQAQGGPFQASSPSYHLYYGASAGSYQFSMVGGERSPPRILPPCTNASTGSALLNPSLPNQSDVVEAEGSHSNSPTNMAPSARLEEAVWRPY
Target sequence (Q13951 whole entry, looked up, the tested form may be a part): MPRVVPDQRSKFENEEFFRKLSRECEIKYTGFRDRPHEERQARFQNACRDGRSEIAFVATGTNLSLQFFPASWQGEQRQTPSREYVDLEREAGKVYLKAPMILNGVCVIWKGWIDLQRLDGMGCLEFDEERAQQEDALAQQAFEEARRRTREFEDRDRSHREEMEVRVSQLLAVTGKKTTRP
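System: Cerulean-labeled Runt domain protein | Quantity: 100 nM of each labeled protein | Schedule: 1 h compound exposure, room temperature | Detection: Fluorescence energy transfer, 422 nm excitation, 530/480 nm emission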
Runt-SMMHC FRET – blocks binding of human RUNX1 Runt domain to CBFb-SMMHC; Q01196+Q13951; Cerulean-Runt/Venus-CBFb-SMMHC FRET ratio 530/480, 1 h; inhibition, % at 20 µM; hit rate 0.74% among 220,000; AID 1434;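 active = mean inhibition across duplicate retests at 20 µM reaching about 50%, limit read from the data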;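 note: 0% = DMSO wells and 100% = wells with excess untagged CBFb-SMMHC; inhibitors lower the FRET ratio by blocking Runt binding to CBFb-SMMHC; some results filed as inactive read as strong as hits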
p47phox inh – p47phox (human) inhibition; P14598; p47phox/p22phox peptide binding, fluorescence polarization, 2 h; inhibition, % at 24.7 µM; hit rate 0.53% among 220,000; AID 1274;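 active = inhibition above about 30%, limit read from the data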;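 note: 0% = p47phox with labelled peptide and 100% = labelled peptide alone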
Hck Nef HTS – inhibitors of human Hck kinase activated by Nef | P08631 | Recombinant Hck-YEEI plus Nef, Z-Lyte FRET kinase assay | inhibition, % at 20 µM | hit rate 0.68% among 220,000;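 active = Hck-Nef kinase inhibition above about 50%, limit read from the data; inactive = inhibition below that limit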;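 note: 0% = DMSO with Hck plus Nef and 100% = Hck alone without Nef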
EBV gp42 inh – EBV gp42 inhibition; Q1HVG2; Fluorescence polarization binding assay, mP read-out; inhibition, % (tested at 21.74 µM); hit rate 0.42% among 220,000; AID 1085; in the data active = inhibition above about 50%
Target sequence (Q1HVG2 whole entry, looked up): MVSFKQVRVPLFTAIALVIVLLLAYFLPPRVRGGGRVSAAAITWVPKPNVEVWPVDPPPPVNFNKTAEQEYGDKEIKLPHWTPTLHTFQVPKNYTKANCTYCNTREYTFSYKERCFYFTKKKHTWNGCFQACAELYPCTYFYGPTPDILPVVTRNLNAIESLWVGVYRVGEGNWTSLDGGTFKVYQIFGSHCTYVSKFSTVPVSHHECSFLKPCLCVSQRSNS
The depositor's hits bear a star; · = no result given; [ ] = remark or other dose.

No.	compound	Hck Nef HTS	Runt-SMMHC FRET	zVAD death inh	Runt-CBFb FRET	MDM2 E3 inh	14-3-3 Bad inh	TbHK1 inh	EBV gp42 inh	p47phox inh
1	O=C(O)C1=C[C@@H](c2coc3ccccc3c2=O)C[C@@H](OCc2ccc(CO)cc2)O1	5	0	0.5	0	·	1	-4	-5	·
2	CCCCOC(=O)n1c(SCC(=O)N(CC)CC)nc2ccccc21	1	-2	-0.7	-6	-21	-3	-1	0	-11
3	CC1=C(C(=O)Nc2ccccc2)C(c2ccc(C)o2)n2c(s/c(=C\c3ccco3)c2=O)=N1 (configuration not stated)	0	-31	-0.5	18	-13	4	-18	-22	-32
4	CCC(=O)c1ccc(N2CCN(C(=O)COc3ccc(F)cc3)CC2)c(F)c1	-1	1	-0.2	-1	-18	0	-12	-4	-1
5	Fc1cc2nccnc2cc1N1CCSCC1	4	-21	0.2	-11	-11	2	-22	-6	-6
6	CC1(C)CC(=O)c2cn3c(nc2C1)nc1ccccc13	-1	-6	0.8	0	-17	-5	-13	-5	9
7	COc1cc(NC(=O)CSc2nnc(-c3ccncc3)n2C2CCCCC2)ccc1NC(=O)c1ccco1	6	0	0.1	1	-2	2	-26	4	-10
8	CCCOc1ccc(-c2nc(C#N)c(N3CCc4ccccc4C3)o2)cc1	1	1	0.2	1	-6	12[fluorescence artefact?]	-15	-14	-10
9	COc1ccc(C(=O)Nc2ccc(C)cc2C(=O)c2ccccc2)cc1	4	-1	0.5	2	-10	1[fluorescence artefact?]	1	-11	-9
10	CC(O)c1cccc(NC(=O)CCCc2ccccc2)c1 (configuration not stated)	17	0	15	0	6	14	7	0	-1
11	O=C(c1ccccc1)N1CCN(CC#Cc2ccccc2)CC1	0	-2	-0.2	-2	·	-3	-1	-15	-10
12	O=C(Nc1ccc(Br)cc1)C(c1ccccc1)c1ccccc1	15	-6	1.1	0	-2	-7	-18	-13	4
13	Cc1ccc(CC(=O)NCc2ccc(F)cc2)cc1	0	0	2.1	1	-11	-9	-12	7	-14
14	CC1(C)Cc2c(sc3c2C(=O)N(c2ccccc2)C2=NCCCN23)CO1	1	-2	-0.3	1	-18	-1	-7	-32	-28
15	Cc1ccc([N+](=O)[O-])c(OCCN2CCCCCC2)c1	0	-4	0.7	2	-4	-5[fluorescence artefact?]	-3	-2	-10
16	CC1Oc2ccccc2N(CC(=O)c2ccc(F)cc2)C1=O (configuration not stated)	-8	-6	-0.6	-2	-6	-11	-4	5	0
17	COC(=O)[C@H](Cc1ccccc1)NC(=O)N1CCCCC1	11	0	1.2	4	-100	1	-6	-9	-9
18	COc1cc(C2SC(C)C(=O)N2CCc2ccccc2)cc(OC)c1OC (configuration not stated)	-13	0	0.1	-1	-1	2	10	-4	-10
19	Cc1ccc(Nc2ncc3c(n2)CC(C)CC3=O)c(C)c1 (configuration not stated)	-13	-2	1.2	0	-23	-2	-25	-4	6
20	O=C(NNC1=Nc2ccccc2SC1)c1cccc([N+](=O)[O-])c1	9	-2	-0.2	3	-7	-1	10	-10	-3
21	Cc1ccc(NC(=S)NN(C)c2nc(C)cnc2C)cc1	1	-2	0.7	-2	4	-20	-8	0	-5
22	CNc1nnc(CSc2nc(C)cc(C)n2)s1	1	-2	0.0	-1	-16	1	-2	-6	-4
23	CCO[C@H]1OC(C(=O)NCc2nc3ccccc3[nH]2)=C[C@@H](c2ccc(C(F)(F)F)cc2)[C@@H]1CCCO	2	-2	3.3	-2	·	-11	-10	-6	0
24	CCOc1cc(/C=N/Nc2nc(-c3cccs3)c(NC(C)=O)s2)ccc1O	29	-4	3.0	30	-16	2	-51	-3	-18
25	CCOC(=O)C1(CCCc2ccccc2)CCN(C(=O)c2ccoc2)CC1	-2	-5	0.4	-2	-2	-13	0	-6	3

The list goes on; the last 6 above are carried over.
No.	compound	Hck Nef HTS	Runt-SMMHC FRET	zVAD death inh	Runt-CBFb FRET	MDM2 E3 inh	14-3-3 Bad inh	TbHK1 inh	EBV gp42 inh	p47phox inh
20	O=C(NNC1=Nc2ccccc2SC1)c1cccc([N+](=O)[O-])c1	9	-2	-0.2	3	-7	-1	10	-10	-3
21	Cc1ccc(NC(=S)NN(C)c2nc(C)cnc2C)cc1	1	-2	0.7	-2	4	-20	-8	0	-5
22	CNc1nnc(CSc2nc(C)cc(C)n2)s1	1	-2	0.0	-1	-16	1	-2	-6	-4
23	CCO[C@H]1OC(C(=O)NCc2nc3ccccc3[nH]2)=C[C@@H](c2ccc(C(F)(F)F)cc2)[C@@H]1CCCO	2	-2	3.3	-2	·	-11	-10	-6	0
24	CCOc1cc(/C=N/Nc2nc(-c3cccs3)c(NC(C)=O)s2)ccc1O	29	-4	3.0	30	-16	2	-51	-3	-18
25	CCOC(=O)C1(CCCc2ccccc2)CCN(C(=O)c2ccoc2)CC1	-2	-5	0.4	-2	-2	-13	0	-6	3
26	Nc1cc(-c2ccccc2)nn1S(=O)(=O)c1ccc(F)cc1	-1	0	0.5	1	-3	-2	-4	0	-11
27	O=C(NCc1ccc2c(c1)OCO2)c1cccc([N+](=O)[O-])c1	1	2	-0.3	0	2	5[fluorescence artefact?]	-1	-5	-9
28	COc1ccc(-c2[nH]ncc2-c2nc(C)cs2)c(O)c1	12	-4	-0.1	3	-19	-3	3	4	-2
29	O=C(Nc1ccc(Cl)cc1C(=O)Nc1ccccn1)c1ccco1	2	4	0.8	0	1	-7	-5	-13	-15
30	CCOC(=O)C1=C(c2ccccc2)NC(=O)NC1c1cc(Cl)c(O)c(OC)c1 (configuration not stated)	14	-6	0.4	-5	-9	4	6	-3	-4
31	CCOC(=O)c1[nH]c2ccccc2c1NC(=O)COC	1	-2	1.3	0	-1	3	-7	-18	-18
32	Cc1ccccc1/C=C\c1nc2ccccc2c(=O)[nH]1	24	-4	4.8	-3	-28	53	-26	-4	14
33	Cc1ccc(S(=O)(=O)N(CCC(=O)Nc2ccc(OC(F)(F)F)cc2)c2ccccc2)cc1	3	-3	0.6	-3	-1	-3[fluorescence artefact?]	23	-15	-9
34	Cc1ccc(P(=O)(OCCN2CCOCC2)C(C)(C)C)o1 (configuration not stated)	2	0	3.5	0	-28	1	-1	-14	-3
35	COc1cc(C2C(C#N)=C(N)Oc3c2c(-c2ccccc2)nn3-c2ccccc2)cc(OC)c1OC (configuration not stated)	37	-2	2.3	0	1	40[fluorescence artefact?]	-12	4	-24
36	CC(C)C(c1nnnn1CCc1ccccc1)N1CCSCC1 (configuration not stated)	21	·	-0.9	·	-15	-12	9	-16	-4
37	CCn1c(SCC(=O)Nc2ccc3c(c2)OCCO3)nnc1-c1cccs1	-9	-3	3.4	2	-3	-7[fluorescence artefact?]	3	-15	-8
38	O=C(CCc1nc(-c2ccccc2F)no1)NCCc1ccccc1Cl	0	3	-0.4	-4	-19	-7	-13	-17	-4
39	COc1ccc(C)cc1NC(=O)CN1CCN(S(=O)(=O)c2ccc(Br)cc2)CC1	1	-3	0.7	-3	-2	8	19	-18	-7
40	NC(=O)NCc1ccccc1Cl	5	0	0.3	0	-8	-11	2	-4	-2
41	Cc1ccc(CSc2nc3nc(C)cc(C)c3c(=O)[nH]2)cc1	25	1	0.9	-2	-20	-7	-2	0	-5
42	N/C(=N\OC(=O)Cc1ccc([N+](=O)[O-])cc1)c1ccccn1	20	-5	-0.6	2	8	-18	-5	-15	-10
43	O=[N+]([O-])c1ccccc1S(=O)(=O)NCCc1ccncc1	-9	0	0.3	0	-9	-8	-2	-11	-2
44	COc1ccc(C(=O)/C=C/c2ccc(OC)c(COc3ccc(F)cc3)c2)cc1	2	-4	1.2	-1	-17	2	-15	-3	-10
45	CCN(CC)c1nc(Oc2ccc(=O)[nH]n2)nc(N2CCOCC2)n1	4	-5	0.7	1	2	-14[fluorescence artefact?]	4	-15	-5
46	O=C(CSc1ccc(-c2ccccn2)nn1)NC1CCCC1	-6	3	-0.3	-1	-14	-9	-2	-4	·
47	O=C(NCc1ccccn1)c1cc2cc(Br)ccc2oc1=O	0	10	-0.2	-2	-10	21	-6	-18	-5
48	Cc1ccc(S(=O)(=O)N2CCN(CC(O)c3ccccc3)CC2)cc1C (configuration not stated)	23	-1	2.4	-2	-4	-14	1	-9	-9
49	COc1ccc(C(=O)Nc2ccc(/C(C)=N/NC(=O)c3ccccc3O)cc2)cc1OC	5	-2	12	-1	·	4	-30	-11	1
50	Cc1c(-c2cccs2)[n+](=O)c2c(n1[O-])CCC2	1	1	0.7	2	-19	-3	-14	-12	4
51	Cc1ccccc1/C=N/NC(=O)Cn1nnc(N)n1	1	1	0.1	1	-9	-15	4	-5	-5
52	CCN(CC)CCCNc1oc(-c2ccc(OC)c(OC)c2)nc1C#N	0	-1	0.0	-1	-8	46	-13	-12	-11
53	O=C(CN1CCC(n2nnc3cc(F)ccc32)CC1)NCc1ccco1	3	-1	-0.1	-3	-17	32	4	-25	-13
54	CCc1c(C)nc2ncnn2c1N1CCC(C(=O)NCc2ccc3c(c2)OCO3)CC1	1	2	1.6	-2	-12	17[fluorescence artefact?]	-13	-20	12
55	Cc1ccc(-n2cccn2)c(CN2CCCC(C(=O)c3sccc3C)C2)c1 (configuration not stated)	15	-2	-1.3	-1	-18	0	10	2	-2
56	CCOCCn1c(SCc2ccc(C)cc2)nc2c1c(=O)[nH]c(=O)n2C	0	1	-0.4	-1	-14	-5	-2	-12	-7
57	O=C(/C=C\NCC(=O)c1ccccc1)c1ccc(F)cc1	2	1	-0.1	-1	3	-27	-9	-25	0
58	Cc1ccc(CNC(=O)C2CCCN(S(=O)(=O)c3c(C)n[nH]c3C)C2)cc1 (configuration not stated)	0	1	0.6	2	4	-12	-8	-18	-7
59	COc1cc(-c2nc3oc4ccccc4c(=O)c3c(=O)n2Cc2ccco2)cc(OC)c1OC	2	12	0.0	12	-5	16	-12	-7	-9
60	Cc1cc(OCCN2CCOCC2)nc2ccccc12	0	0	3.4	-1	22	51	-8	-13	-13

Full records, quoted from the list:
Cc1ccc(-n2cccn2)c(CN2CCCC(C(=O)c3sccc3C)C2)c1 (configuration not stated) reads Hck Nef HTS: 15; Runt-SMMHC FRET: -2; zVAD death inh: -1.3; Runt-CBFb FRET: -1; MDM2 E3 inh: -18; 14-3-3 Bad inh: 0; TbHK1 inh: 10; EBV gp42 inh: 2; p47phox inh: -2
COc1cc(-c2nc3oc4ccccc4c(=O)c3c(=O)n2Cc2ccco2)cc(OC)c1OC reads Hck Nef HTS: 2; Runt-SMMHC FRET: 12; zVAD death inh: 0.0; Runt-CBFb FRET: 12; MDM2 E3 inh: -5; 14-3-3 Bad inh: 16; TbHK1 inh: -12; EBV gp42 inh: -7; p47phox inh: -9
